MsrA inh = bovine MsrA enzyme inhibitors, primary screen, biochemical, absorbance, HTS | Methionine sulfoxide reductase A (Bos taurus) | purified bovine MsrA, absorbance read-out | inhibition, % at 15.5 µM | 0.75% of 360,000 active | AID 651718, 2012; in the data active = inhibition above about 4.5%;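 also: 0% = vehicle wells with enzyme and 100% = reference inhibitor wells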
NadD inh = inhibitors of S. aureus NadD, primary screen, biochemical, colorimetric, uHTS | Nicotinate-nucleotide adenylyltransferase NadD (Staphylococcus aureus N315) | purified NadD enzyme, colorimetric absorbance read-out | inhibition, % at 20 µM | 0.78% of 360,000 active | AID 602399, 2012; in the data active = inhibition above about 26%; also: some compounds past the cut are filed as inactive
STEP block = STEP phosphatase inhibitors, primary screen, biochemical, fluorescence intensity, uHTS. recombinant STEP, OMFP fluorogenic substrate. inhibition, % at 20 µM. 0.25% of 360,000 active. AID 588621, 2011;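 active = inhibition at 20 µM, scaled per plate between control wells, above about 37%, limit read from the data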;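 also: 0% = DMSO with enzyme and substrate and 100% = substrate only without enzyme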
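Test system: STEP tyrosine phosphatase / Reagent: OMFP at 25 µM / Doses: 20 µM, 1% DMSO / Read-out: percent inhibition scaled to no-enzyme and uninhibited-enzyme controls, plate-pattern corrected / Detection: FITC-channel fluorescence of OMFP product / Medium: Bis-Tris buffer pH 6.0, 2.5 mM DTT, 0.005% Tween 20 / Schedule: 20 min at room temperature, dark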
TbMetRS inhib = T. brucei MetRS inhibitors, primary screen, biochemical, luminescence. purified T. brucei MetRS, ATP depletion, Kinase-Glo luminescence. 0.4% of 360,000 active. methionyl-tRNA synthetase (Trypanosoma brucei brucei). inhibition, % at 11.9 µM;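 active = inhibition above a per-plate cutoff of the control wells' mean inhibition plus 3 SD, cut at about 5.5% in these data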;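 also: 0% = DMSO wells median and 100% = median of wells with control inhibitor compound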
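Dosing: 11.9 µM single point; system: parasite MetRS enzyme; technique: luminescence of leftover ATP; times: 15 min enzyme-compound preincubation, 2 h reaction, 10 min detection, 25 °C; replicates: each compound tested once; read-out basis: percent inhibition relative to median high and low control wells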
Rpn11 block = Rpn11 (PSMD14) deubiquitinase inhibitors, primary screen, biochemical, fluorescence polarization, uHTS; 26S proteasome non-ATPase regulatory subunit 14 (Homo sapiens), O00487; human 26S proteasome, Ub4-pepOG fluorescence polarization; 20S core pre-blocked with epoxomicin; calls only at 20 µM; 0.59% of 360,000 active;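 active = inhibition at 20 µM, scaled to each plate's controls, above about 33%, limit read from the data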
Target sequence (O00487 whole entry, looked up): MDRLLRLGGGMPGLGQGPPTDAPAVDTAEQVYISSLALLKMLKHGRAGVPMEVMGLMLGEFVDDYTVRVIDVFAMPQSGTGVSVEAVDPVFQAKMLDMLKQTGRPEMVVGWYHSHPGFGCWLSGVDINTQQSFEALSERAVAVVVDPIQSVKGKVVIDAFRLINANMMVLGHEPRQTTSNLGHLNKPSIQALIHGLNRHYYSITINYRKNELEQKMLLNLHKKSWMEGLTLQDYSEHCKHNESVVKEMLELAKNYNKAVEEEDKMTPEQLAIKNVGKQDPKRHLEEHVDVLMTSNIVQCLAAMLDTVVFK
SUMO1 PPI mod = modulators of SUMO1 protein-protein interactions, primary screen, biochemical, uHTS; 0.33% of 360,000 active; inhibition, % at 20 µM; SUMO1 binding to a labelled peptide, TR-FRET, 1 h; Small ubiquitin-related modifier 1 (Homo sapiens), P63165; in the data active = inhibition above about 37%
DNMT1 inh = human DNMT1 methyltransferase inhibitors, primary screen, biochemical, molecular beacon, fluorescence, HinP1I cleavage, uHTS; 0.83% of 360,000 active; inhibition (reported as % activation of signal), % at 10 µM; DNA (cytosine-5)-methyltransferase 1 (Homo sapiens), P26358; in the data active = inhibition above about 50%
LMPTP inh = LMPTP phosphatase inhibitors, primary screen, biochemical, fluorescence intensity, uHTS; recombinant LMPTP-A, OMFP fluorogenic substrate; inhibition, % at 20 µM; 0.22% of 360,000 active; AID 651560, 2012; Low molecular weight phosphotyrosine protein phosphatase (Homo sapiens), P24666;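 active = compounds that cut the enzyme signal by at least half of the control window in the single-dose screen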;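 also: plate controls were DMSO wells with enzyme plus substrate for no effect and substrate without enzyme for full effect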
Target sequence (P24666 whole entry, looked up): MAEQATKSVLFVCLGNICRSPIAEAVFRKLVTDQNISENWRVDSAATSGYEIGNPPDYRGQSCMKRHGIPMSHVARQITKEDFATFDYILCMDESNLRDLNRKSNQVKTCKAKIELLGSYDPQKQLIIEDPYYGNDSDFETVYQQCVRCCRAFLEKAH
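Test system: LMPTP-A, protein tyrosine phosphatase of low molecular weight; Input: 0.625 nM enzyme; Incubation: 50 min dark incubation at room temperature; Signal: endpoint fluorescence intensity from OMFP dephosphorylation; Read-out basis: % inhibition versus control wells.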
CSN inh = inhibitors of CSN-mediated cullin deneddylation, primary screen, biochemical, fluorescence polarization, uHTS | 0.38% of 360,000 active | Purified CSN, SCF-Nedd8-OG deneddylation | inhibition, % at 12.5 µM;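 active = pattern-corrected inhibition above about 35%, with an unprinted fluorescence ratio check between 0.5 and 1.5, limit read from the data, passing the limit was not always enough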;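 also: 0% = enzyme with substrate and 100% = substrate without enzyme; some results filed as inactive read as strong as hits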
Target sequence (Q92905 whole entry, looked up, one chain of several): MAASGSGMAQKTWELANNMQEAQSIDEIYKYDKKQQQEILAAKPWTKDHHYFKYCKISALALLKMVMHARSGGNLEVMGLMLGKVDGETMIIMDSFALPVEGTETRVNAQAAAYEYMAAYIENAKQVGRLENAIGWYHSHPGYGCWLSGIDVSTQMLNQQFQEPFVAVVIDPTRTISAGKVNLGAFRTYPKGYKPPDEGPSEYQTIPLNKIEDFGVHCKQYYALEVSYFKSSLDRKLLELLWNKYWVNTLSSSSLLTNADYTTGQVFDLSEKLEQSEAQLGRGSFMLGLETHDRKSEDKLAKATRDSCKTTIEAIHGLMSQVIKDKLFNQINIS
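Assay system: Purified human Csn5 enzyme expressed in HEK293T cells | Amount: Enzyme 0.24 nM | Measured by: Fluorescence polarization readout | Medium: Tris/NaCl/DTT buffer, pH 7.5 | Compound dosing: One concentration, 12.5 µM, 0.25% DMSO | Times: 90 min incubation of compound, enzyme and substrate at room temperature | Control set: no-enzyme wells high, enzyme-with-substrate wells low | Read-out: % inhibition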
Scp1 inh = Scp-1 phosphatase inhibitors, primary screen, biochemical, colorimetric, uHTS. 0.88% of 340,000 active. inhibition, % at 20 µM. Recombinant Scp1, phosphopeptide, malachite green phosphate absorbance. Carboxy-terminal domain RNA polymerase II polypeptide A small phosphatase 1 (Homo …;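 active = inhibition above about 50% at 20 µM, limit read from the data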;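 also: plate controls were DMSO wells with enzyme for no effect and wells lacking enzyme for full effect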
Target sequence (Q9GZU7 76-261 limits assumed): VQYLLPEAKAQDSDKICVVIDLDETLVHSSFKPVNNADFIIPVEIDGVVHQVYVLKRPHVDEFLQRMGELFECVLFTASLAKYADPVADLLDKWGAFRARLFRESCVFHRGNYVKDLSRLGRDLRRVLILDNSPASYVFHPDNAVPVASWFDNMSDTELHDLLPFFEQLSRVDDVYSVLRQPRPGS
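Times: enzyme reaction 45 min at room temperature, colour 5 min, stabilisation 30 min. Material: SCP-1 catalytic fragment, aa 76-261. Medium: Acidic Tris acetate buffer with magnesium and detergent. Signal: colorimetric free-phosphate detection, absorbance 630 nm. Read-out basis: % inhibition of SCP-1 phosphate liberation. Reagent: Phosphorylated 17-residue peptide substrate.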
* = called active by the depositor; i = inactive.

SMILES | MsrA inh | NadD inh | STEP block | TbMetRS inhib | Rpn11 block | SUMO1 PPI mod | DNMT1 inh | LMPTP inh | CSN inh | Scp1 inh
CCc1cc2c(NCCC(=O)O)nc(C)nc2s1 | 0.4 | 8 | -1 | -0.8 | i | 0 | 1 | -1.1 | 4 | 1
CCOC(=O)c1c(-c2ccccc2)csc1NC(=O)CCN1CCOCC1 | -0.8 | 3 | 1 | 0.2 | i | -8 | 3 | -0.6 | -4 | -7
CCOC(=O)C1CCCN(C(=O)Cn2cnc3c2c(=O)n(C)c(=O)n3C)C1 (centres undefined) | -1.2 | -1 | -1 | -0.1 | i | -2 | 2 | -0.7 | 1 | -5
Cc1cc(/C=N/NS(=O)(=O)c2ccc(F)c(Cl)c2)no1 | 0.6 | -7 | -2 | -0.2 | i | 4 | 2 | -2.2 | 0 | -10
COCCCC1CCN(C(=O)C2CCC(=O)N(CCc3cccc(F)c3)C2)CC1 (centres undefined) | -1.6 | -1 | 0 | -0.3 | i | 0 | 2 | -0.7 | 2 | -2
Cc1ccc(C(=O)N2CCN3C(=O)c4ccccc4C23c2ccccc2)cc1 (centres undefined) | 0.2 | -8 | -3 | -0.1 | i | 4 | 0 | -0.3 | -4 | -9
CC(=O)Nc1ccc2nc(SCC(=O)NCCOc3ccccc3)sc2c1 | 0.3 | 5 | -2 | 0.0 | i | 4 | -1 | 1.9 | -5 | -6
Cn1nc(C(=O)NNC(=O)Cc2ccc(S(=O)(=O)N3CCOCC3)s2)c2ccccc2c1=O | 0.7 | -3 | -1 | -0.3 | i | -4 | -1 | -1.3 | 1 | -10
NS(=O)(=O)c1cccc(NC(=O)COC(=O)C2CCN(S(=O)(=O)c3cccs3)CC2)c1 | 0.2 | -9 | -3 | -0.4 | i | -1 | 1 | -0.8 | -3 | -9
CCOC(=O)[C@H]1[C@H]2COc3ccc(C)cc3[C@@H]2N2C(=O)c3ccc(Cl)cc3NC(=O)[C@@]12C | -1.4 | -4 | 0 | -0.3 | i | 0 | -3 | 2.3 | -5 | 2
CSCC[C@H](NC(=O)c1cccc(S(=O)(=O)N2CCCCC2)c1)c1nc2ccccc2[nH]1 | 0.4 | -1 | 0 | 0.2 | i | -1 | 2 | -0.9 | -2 | 59*
CC(=O)NC(Cc1ccccc1F)C(=O)NC1CCN(S(=O)(=O)c2ccccc2)CC1 (centres undefined) | -0.3 | -12 | 0 | 0.0 | i | -2 | -2 | -0.1 | 5 | -5
COc1ccc(-c2c(C)c3ccc(O)cc3oc2=O)cc1 | 1.7 | 1 | 0 | 0.1 | i | -13 | -2 | 0.4 | -2 | 0
C=CCn1c(SCC(=O)N2CCN(c3ccc(F)cc3)CC2)nnc1-c1ccco1 | 0.0 | 2 | 0 | 0.2 | i | -3 | 2 | 0.6 | -3 | -8
COc1ccccc1N1CCN(CCCCOc2ccc(C)cc2C)CC1 | -0.9 | -2 | 1 | -0.8 | i | 5 | -3 | 0.3 | 0 | -5
CCNS(=O)(=O)c1ccc(NC(=O)Nc2ccccc2OC)cc1 | 0.0 | 0 | 0 | -0.3 | i | 6 | -6 | 1.1 | -1 | -7
Cc1ccc(NC(=O)COC(=O)CNC(=O)c2ccco2)cc1 | -0.8 | 2 | 8 | 0.3 | i | 2 | -1 | -0.9 | 10 | -4
CN1CCc2nc(NC(=O)COc3ccc(C#N)cc3)sc2C1 | -0.6 | -4 | 2 | -0.2 | i | -2 | -5 | 4.6 | 4 | -4
C/C=C/C1=CC(=O)C[C@H](c2ccc(F)cc2)C1 | 0.2 | 0 | 0 | -0.3 | i | -30 | 4 | -1.8 | 1 | -3
CCC(=O)NNc1nc2c(F)cc(F)cc2s1 | -0.3 | 1 | -2 | 0.1 | i | 1 | 0 | -0.8 | 6 | -5
NCCCCCc1nnc(SCc2ccccc2Cl)o1 | -1.4 | -6 | -8 | -0.4 | i | -1 | 6 | -2.6 | -2 | -2
CCOC(=O)c1c(C)[nH]c(C)c1C(=O)COC(=O)/C=C/c1ccc(OC)cc1 | 1.2 | -5 | 1 | -0.4 | i | -18 | 1 | 2.5 | -1 | -11
N#CCCN(C(=O)COC(=O)CCc1c[nH]c2ccccc12)c1ccc(F)cc1 | 0.1 | 4 | 6 | 0.2 | i | 5 | 1 | -0.1 | 3 | -9
Cc1nn(CC(=O)NCC(C)c2ccccc2)c(=O)c2cccn12 (centres undefined) | 1.1 | 2 | 1 | 0.3 | i | -3 | 1 | 0.0 | 1 | -6
CCCCN(C(=O)C(C)Oc1ccc(Cl)cc1)c1c(N)n(CCCC)c(=O)[nH]c1=O (centres undefined) | 0.0 | 1 | 2 | -0.4 | i | -1 | 0 | -0.3 | -3 | 1

4 compounds out of the list above, ordered by the number in NadD inh, falling:
SMILES | MsrA inh | NadD inh | STEP block | TbMetRS inhib | Rpn11 block | SUMO1 PPI mod | DNMT1 inh | LMPTP inh | CSN inh | Scp1 inh
Cc1nn(CC(=O)NCC(C)c2ccccc2)c(=O)c2cccn12 (centres undefined) | 1.1 | 2 | 1 | 0.3 | i | -3 | 1 | 0.0 | 1 | -6
CCC(=O)NNc1nc2c(F)cc(F)cc2s1 | -0.3 | 1 | -2 | 0.1 | i | 1 | 0 | -0.8 | 6 | -5
COCCCC1CCN(C(=O)C2CCC(=O)N(CCc3cccc(F)c3)C2)CC1 (centres undefined) | -1.6 | -1 | 0 | -0.3 | i | 0 | 2 | -0.7 | 2 | -2
Cc1cc(/C=N/NS(=O)(=O)c2ccc(F)c(Cl)c2)no1 | 0.6 | -7 | -2 | -0.2 | i | 4 | 2 | -2.2 | 0 | -10

Remaining list, next part
SMILES | MsrA inh | NadD inh | STEP block | TbMetRS inhib | Rpn11 block | SUMO1 PPI mod | DNMT1 inh | LMPTP inh | CSN inh | Scp1 inh
CN(Cc1ccccc1)C(=O)c1nc[nH]c1C(=O)N(C)Cc1ccccc1 | 0.7 | 1 | -2 | -0.2 | i | 2 | 4 | -0.7 | -2 | -11
Clc1ccccc1OCc1nnc2n1CCCCC2 | 0.0 | 0 | 0 | -0.1 | i | 0 | 0 | -0.8 | 1 | 4
NCCCSC1=NCCCN1 | 0.7 | 2 | -3 | -0.1 | i | 1 | -1 | -9.1 | -2 | -3
O=C(Nc1ccccc1)Oc1ccc[nH]c1=O | 1.5 | -6 | 0 | -0.9 | i | 3 | 1 | -0.5 | 3 | -10
CCN(C(=O)CSc1nc2ccccc2n1CC)C1CCS(=O)(=O)C1 (centres undefined) | 0.8 | 3 | -1 | 0.3 | i | 1 | 0 | 0.0 | -2 | 0
Cc1ccc2nc(C(F)C(F)(F)F)[nH]c2c1 (centres undefined) | 3.4 | -4 | 1 | -0.2 | i | 0 | -1 | -0.3 | 0 | -9
COC(=O)c1ccc(Cl)cc1N(Cc1c(F)cccc1Cl)S(C)(=O)=O | -1.1 | -5 | -1 | -0.3 | i | -2 | -1 | 1.1 | -6 | -1
Cc1ccccc1OCC(O)Cn1c2ccccc2c2ccccc21 (centres undefined) | 0.3 | -5 | -4 | 0.0 | i | -3 | -19 | 3.2 | -6 | -11
COc1ccc(Cl)cc1NC(=O)CN(C)C(=O)Cn1cnc2c1c(=O)n(C)c(=O)n2C | -0.5 | -4 | -2 | -0.4 | i | 5 | 1 | -0.5 | -5 | 1
Cc1ccc2c(c1)/C(=N/OS(=O)(=O)c1ccccc1)CCS2 | 0.3 | -4 | 3 | -0.9 | i | 3 | 1 | -0.9 | 0 | -25
C=CCn1c(N)c(C(=O)Nc2ccc(C)cc2)sc1=S | 1.9 | -5 | -2 | -0.5 | i | -1 | 3 | -1.1 | 1 | -3
CC(C)(C)OC(=O)N1CCC(C(=O)Nc2ccc(C(=O)N3CCOCC3)cc2)CC1 | -1.0 | -3 | 0 | -0.1 | i | 4 | 5 | -0.4 | 3 | -8
CCNc1nc(CN2CCCCC2)nc2scc(-c3ccccc3)c12 | -1.5 | -3 | -2 | -0.6 | i | -1 | 1 | -1.3 | -5 | -7
CCOc1ccc(S(=O)(=O)Nc2ccc(C(=O)NCC(c3ccco3)N(C)C)cc2)cc1 (centres undefined) | 0.9 | -5 | -5 | 0.0 | i | -3 | 1 | 0.0 | 1 | -8
COCCN(C(=O)Nc1ccccc1)c1ccccc1 | 0.2 | 4 | -2 | -1.4 | i | -1 | 0 | 0.5 | -1 | -10
COc1ccc(CCC(=O)N2CC(C)OC(C)C2)cc1 (centres undefined) | -0.3 | -2 | -1 | -0.3 | i | 2 | 1 | -1.5 | 2 | -3
COc1ccc(N2CCN(C(CNC(=O)c3cccs3)c3ccco3)CC2)cc1 (centres undefined) | -0.2 | -7 | 0 | -0.4 | i | 7 | 3 | -1.9 | 6 | -4
O=C1NC[C@H](Cc2ccccc2)N(CCc2cccc(F)c2)C1=O | 0.1 | 1 | 5 | -0.2 | i | 6 | 7 | 0.5 | -2 | 0
O=C(Nc1ccc(-n2cc(Cl)cn2)cc1)c1ccncc1 | -1.6 | -6 | -3 | -0.1 | i | 3 | 1 | 0.1 | -2 | -2
COc1ccc2nc(SCC(=O)NN)cc(C)c2c1 | -0.6 | 14 | 3 | -0.2 | i | -2 | -15 | 0.5 | -6 | 87*
CCOC(=O)[C@H]1[C@H]2COc3ccc(Br)cc3[C@@H]2N2C(=O)CN(CC3CCCO3)C(=O)[C@@]12C (some centres undefined) | -0.7 | 0 | 0 | -0.3 | i | 4 | -1 | -0.3 | 2 | 8
CC(=O)Nc1ccc(S(=O)(=O)NCCC(=O)OC(C)C(=O)NC2(C#N)CCCCC2)cc1 (centres undefined) | -0.9 | -3 | 3 | -0.5 | i | 0 | -4 | 0.0 | 8 | -4
CCOC(=O)c1nn(-c2ccc(F)cc2)c(=O)c2c(N)scc12 | 1.8 | 8 | 4 | 0.2 | i | -13 | -18 | -0.1 | 4 | 1

High-throughput results from PubChem.

Hits appear at their usual frequency (roughly 3.9% active in at least one column).
